hgDAF12 agonist = agonists of H. glycines DAF-12 nuclear receptor; HEK293 GAL4-hgDAF12 UAS-luciferase reporter, agonist luminescence; normalized to butyrate control; activation, % at 6.8 µM; hit rate 1.8% among 370,000; AID 687014;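 active = activation above a cutoff set at the mean of all screened compounds plus 3 SD, cut at about 10% in these data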;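 note: 0% = DMSO wells and 100% = sodium butyrate wells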
hcDAF-12 act = H. contortus DAF-12 activation, primary screen | HEK293 hcDAF-12 lit1-tk-luc reporter, luminescence; 0% DMSO, 100% Δ7-dafachronic acid | activation, % at 6.8 µM | hit rate 1.4% among 370,000;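 active = activation above the mean of all tested compounds plus 3 SD, cut at about 5.5% in these data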;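 note: 100% = response to 3 µM Δ7-dafachronic acid high control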
DAX1 inh-1 = inhibitors of human orphan nuclear receptor DAX1 (NR0B1). HEK293 Gal4-DAX1 luciferase reporter, luminescence. hit rate 0.99% among 340,000. AID 504766. inhibition, % at 6.75 µM. P51843;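 active = inhibition above the mean over all tested compounds plus 3 SD, cut at about 4.2% in these data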;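 note: 0% = DAX1-transfected cells with DMSO and 100% = empty-vector control cells with DMSO; inhibition shows as a rise in luminescence from relieved DAX1 repression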
PLC-beta3 inh = inhibitors of human phospholipase C beta3 | AID 720704 | inhibition, % at 12.2 µM | Q01970 | hit rate 0.18% among 370,000 | Purified PLC-beta3, fluorogenic substrate, fluorescence; in the data active = inhibition above about 11%;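 note: 0% = median of compound wells on plate and 100% = full blocker control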
FXN GAA850 act = increases GAA850 frataxin promoter reporter activity; HEK293 lucGAA850 FXN promoter luciferase reporter, 24 h; percent of 10 µM SAHA response; activation, % at 6 µM; hit rate 0.56% among 360,000; AID 540364;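 active = activation above the average of all compounds screened plus 3 SD, cutoff fixed separately per campaign, cut at about 7.5% in these data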;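 note: 0% = DMSO wells and 100% = 10 µM SAHA wells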
ssDAF12 agonist = activates DAF-12 receptor from parasite S. stercoralis | AID 652126 | hit rate 1% among 370,000 | activation, % at 6.8 µM | HEK293 ssDAF-12/GRIP1 lit1-tk-luc reporter, luminescence; % of 3 µM dafachronic acid response;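 active = activation above the mean over all tested compounds plus 3 SD, cut at about 0.9% in these data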;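 note: 0% = DMSO-only wells and 100% = 3 µM delta7-dafachronic acid wells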
SMARCA2 act = activators of SMARCA2 function | MG213 cells, MMTV-luciferase reporter, dexamethasone, overnight | activation, % at 9.1 µM | hit rate 1% among 370,000 | AID 652017; in the data active = activation above about 7.8%;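 note: 0% = vehicle wells and 100% = reference activator wells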
DAX1 inh-2 = DAX1 (NR0B1) inhibition, primary screen; HEK293T StAR-luciferase reporter, SF-1/DAX-1 repression relief; hit rate 1.1% among 370,000; inhibition, % at 6.8 µM; AID 652010;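 active = inhibition above the mean over all tested compounds plus 3 SD, cut at about 3.6% in these data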;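 note: 0% = DAX-1 cells with DMSO and 100% = cells lacking DAX-1 with DMSO; higher inhibition means more luminescence from relief of DAX-1 repression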
NR1D1 modulator = modulates human Rev-erb alpha binding to DNA; activity, % at 10 µM; AID 1259318; Rev-erbα–FITC-DNA binding, fluorescence polarization, 90 min; P20393; hit rate 0.79% among 370,000;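 active = activity above about 14%, limit read from the data; passing the limit was not always enough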;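 note: 0% = DMSO wells with 35 nM protein and 100% = DMSO wells with 750 nM protein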
Target sequence (P20393 whole entry, looked up): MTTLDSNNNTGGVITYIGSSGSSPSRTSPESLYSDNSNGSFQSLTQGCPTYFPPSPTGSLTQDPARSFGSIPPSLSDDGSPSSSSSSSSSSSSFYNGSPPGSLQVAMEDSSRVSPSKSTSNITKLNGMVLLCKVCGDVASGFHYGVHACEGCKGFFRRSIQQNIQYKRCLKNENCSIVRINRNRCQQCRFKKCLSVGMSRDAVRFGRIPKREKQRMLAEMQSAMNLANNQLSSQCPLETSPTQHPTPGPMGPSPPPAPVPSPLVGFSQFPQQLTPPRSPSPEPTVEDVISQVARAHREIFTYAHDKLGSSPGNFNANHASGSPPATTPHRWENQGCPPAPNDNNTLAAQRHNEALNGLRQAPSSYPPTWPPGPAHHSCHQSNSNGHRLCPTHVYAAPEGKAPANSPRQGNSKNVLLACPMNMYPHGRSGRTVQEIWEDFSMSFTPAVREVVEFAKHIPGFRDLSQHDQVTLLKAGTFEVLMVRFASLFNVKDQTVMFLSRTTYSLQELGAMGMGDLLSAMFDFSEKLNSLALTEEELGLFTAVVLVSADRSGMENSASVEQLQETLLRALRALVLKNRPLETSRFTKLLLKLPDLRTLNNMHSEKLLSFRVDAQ
PG9 binder = small molecules binding HIV-1 gp120 antibody PG9 | TR-FRET gp120-PG9 antibody binding | inhibition, % at 6.7 µM | hit rate 0.43% among 360,000 | AID 624416; in the data active = inhibition above about 8.5%
HGIII-sPLA2 inh = Inhibits HGIII-sPLA2 liposome hydrolysis, primary screen | Q9NZ20 | QFRET BODIPY PC-A2 liposome hydrolysis, fluorescence | inhibition, % at 12.2 µM | hit rate 0.56% among 370,000;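 active = inhibition above mean plus 3 SD of compounds lying within the high and low control bounds, cut at about 19% in these data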;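 note: 0% = median of test compound wells and 100% = no enzyme DMSO wells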
Target sequence (Q9NZ20 whole entry, looked up): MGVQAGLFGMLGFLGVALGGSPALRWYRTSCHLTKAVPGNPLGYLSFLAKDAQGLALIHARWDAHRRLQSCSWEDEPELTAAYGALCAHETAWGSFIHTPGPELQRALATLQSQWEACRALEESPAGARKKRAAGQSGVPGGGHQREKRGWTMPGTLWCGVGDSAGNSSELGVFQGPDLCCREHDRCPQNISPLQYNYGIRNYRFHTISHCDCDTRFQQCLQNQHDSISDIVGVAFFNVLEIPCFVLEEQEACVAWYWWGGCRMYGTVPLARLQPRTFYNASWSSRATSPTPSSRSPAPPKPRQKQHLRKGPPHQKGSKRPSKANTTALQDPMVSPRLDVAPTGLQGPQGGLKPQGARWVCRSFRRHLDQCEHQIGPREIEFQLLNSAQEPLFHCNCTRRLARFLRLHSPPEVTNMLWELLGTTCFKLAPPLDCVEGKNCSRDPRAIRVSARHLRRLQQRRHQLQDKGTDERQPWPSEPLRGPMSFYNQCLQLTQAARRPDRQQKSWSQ
Starred values were filed as active, the others as inactive; i = inactive; / = not tested or not shown.

SMILES	hgDAF12 agonist	hcDAF-12 act	DAX1 inh-1	PLC-beta3 inh	FXN GAA850 act	ssDAF12 agonist	SMARCA2 act	DAX1 inh-2	NR1D1 modulator	PG9 binder	HGIII-sPLA2 inh
CC(C)C(NS(=O)(=O)c1cccc2nsnc12)C(=O)NCCC1=CCCCC1 (stereo unspecified)	-1.8	-0.6	-0.3	3	0.4	-0.1	-2	-0.4	-2	-3.6	-2
COc1ccc(NC(=O)NNC(=O)c2ccc(-c3ccccc3)cc2)cc1	0.0	1.2	-0.2	-10	-0.1	-0.9	-1	-2.4	-5	-1.6	-1
O=C(O)CCC(=O)N1CN2CN(C(=O)CCC(=O)O)CC([N+](=O)[O-])(C2)C1	-2.7	2.9	0.4	-6	0.0	-1.0	1	0.1	-1	1.4	7
CC(C)c1ccc(S(=O)(=O)N2CCC3(CC2)OCCO3)cc1	-5.7	-1.8	0.0	-6	-0.8	-0.1	-3	-0.4	-2	0.0	7
O=C(NCC(c1ccco1)N1CCN(c2ccc(F)cc2)CC1)OCc1ccccc1 (stereo unspecified)	-0.9	-3.5	-0.8	1	-2.8	-1.6	-3	-1.0	7	-2.6	-7
Nc1ccc(-c2nc3ncccc3o2)cc1	8.4	0.0	0.2	i	2.4	-0.6	1	0.7	2	-0.6	-1
CCOc1cc2c(cc1OC)C(c1cccc([N+](=O)[O-])c1)NCC2 (stereo unspecified)	0.8	0.4	0.5	2	-1.9	-0.8	3	0.1	5	-2.5	-4
Cc1ccc(-c2nc(N)c3c(-c4ccc(C)cc4)nn(C(C)(C)C)c3n2)cc1	0.6	-1.6	1.7	4	2.8	-1.3	3	1.2	30*	1.1	3
COc1ccc(Nc2ncnc3ccccc23)cc1	8.6	0.7	0.8	-3	-0.8	-1.0	8	1.4	1	0.4	-2
COc1cc(Cl)c(C)cc1NC(=O)CSc1nnc(CN2CCCC2)o1	-2.2	0.8	0.1	-5	-0.2	-1.3	0	-1.2	-4	0.1	5
O=C(NCc1ccccc1)c1cc(C2CCCN(C(=O)c3cccs3)C2)on1 (stereo unspecified)	4.0	-0.4	/	0	-0.3	-1.6	-6	-0.8	-1	1.7	6
O=C(O)C1C2CC3C(OC(=O)C31)C2Cl (stereo unspecified)	0.5	-1.4	2.4	3	-0.1	-0.4	-4	0.7	-5	-0.6	8
Cc1cc(OCC(=O)OCC(=O)N2CCCCC2)ccc1Cl	-2.5	-0.2	1.1	2	-0.5	-1.3	2	0.3	-2	0.7	3
CCOC(=O)c1c(C)[nH]c(N=Nc2ccccc2C)c1C	6.0	0.8	0.3	-1	6.6	-0.6	2	0.5	10	-0.5	-11
CC(=O)N1CCN(S(=O)(=O)c2cccc(C(=O)OCc3ccc(C(C)(C)C)cc3)c2)CC1	-4.0	-2.6	-1.7	-6	-1.7	-1.8	-7	-2.6	-1	-0.4	-21
COc1ccccc1CNC(=O)COC(=O)c1cccc(S(=O)(=O)N2CCCC2)c1	0.9	-1.3	-0.5	-5	0.2	-1.1	-1	1.9	-4	-0.2	1
O=C(c1ccco1)N(Cc1ccc(Cl)cc1)C1CCS(=O)(=O)C1 (stereo unspecified)	6.5	-2.7	0.1	-2	1.3	-0.9	-1	-0.2	7	-2.9	4
Cn1c(CNC(=O)c2ccco2)nnc1SCC(=O)N1CCN(c2ccccc2F)CC1	0.2	-1.0	0.0	0	0.7	-0.7	-3	-0.1	3	2.2	1
O=C(Cn1cncn1)c1ccc(F)cc1F	0.2	0.0	-0.6	4	-0.9	-0.9	-2	-0.7	6	1.6	-17
CCCCOC(=O)c1ccc(NC(=O)c2cnccn2)cc1	4.3	-1.6	-1.9	-1	4.9	-0.9	2	0.1	4	0.4	-5
Cc1nc(NC(=O)CSc2nnnn2C)sc1C	8.1	0.2	1.0	3	4.0	-0.9	4	0.9	0	-0.2	6
COc1ccc(CCCc2nnc(SCC(=O)Nc3ccc(C)c(C)c3)o2)cc1	2.7	-0.3	0.2	-7	-0.9	-1.2	-3	0.2	6	0.4	-9
CCc1nc2c(cnn2-c2ccc(Cl)cc2)c(=O)n1-c1ccc2c(c1)OCCO2	3.7	-0.2	0.9	2	2.0	-1.2	-2	0.8	6	-0.8	0
Cc1ccc(-c2csc3ncnc(Sc4nnc(CN5CCCCCC5=O)o4)c23)cc1	-9.8	-1.8	-6.6	-9	-4.5	-2.1	-6	-2.0	-3	1.7	-13
CCOc1ccc(C(=O)Oc2cc(C)[nH]c(=O)c2[N+](=O)[O-])cc1	5.1	2.5	-0.9	3	-1.0	-1.4	-5	0.7	-1	-1.5	12
Going on with the list:
SMILES	hgDAF12 agonist	hcDAF-12 act	DAX1 inh-1	PLC-beta3 inh	FXN GAA850 act	ssDAF12 agonist	SMARCA2 act	DAX1 inh-2	NR1D1 modulator	PG9 binder	HGIII-sPLA2 inh
Cc1noc(C)c1C(=O)Nc1nccs1	0.2	-0.7	0.4	-2	-0.1	-0.8	-3	1.1	-2	1.4	10
CCOC(=O)c1c(Nc2ccc(OC)cc2)n[nH]c1C	8.3	0.7	/	-1	/	-0.1	7	4.3*	-4	-0.9	4
CC1CCN(c2ccccc2N)CC1	0.8	1.1	0.4	-6	-2.3	-1.5	-2	0.5	1	-0.8	0
O=C(COC(=O)c1ccccc1SCC(=O)NC1CCCCC1)NC1CCCCC1	-2.0	-1.3	0.6	-4	-0.9	-1.6	-4	-0.8	70*	7.8	13
CCN(CC)C(=O)c1sc(NC(=O)C(Sc2ccccc2)c2ccccc2)c(C(=O)OC(C)C)c1C (stereo unspecified)	-1.9	-0.9	0.2	3	0.2	-1.1	0	0.9	1	-2.8	5
Cc1nc2cc(NC(=O)CS(=O)(=O)c3ccccc3)ccc2s1	2.0	0.0	0.7	-6	3.9	-0.7	0	-0.3	-2	0.3	-1
CCC1=C(OC(=O)N(CC)CC)N2C(=O)OC(=NCCc3c[nH]c4ccccc34)[C@]2(C)[C@H]2C1=CC[C@H]1C(=O)NC(=O)[C@H]12	-2.7	0.8	-0.8	1	-1.8	-1.1	0	0.0	3	-0.6	-57
CC1(C)Cc2c(sc(NC(=O)c3ccco3)c2C#N)CO1	8.9	3.0	4.0	-4	1.8	-0.9	4	2.6	-2	-2.5	9
Cc1cccc(-n2cnc(C(=O)N/N=C\c3ccc(Br)cc3)c2)n1	-0.8	-2.5	0.3	2	-1.0	-1.0	0	0.0	-17	-0.4	7
Cc1ccc(OCC(=O)OCC(=O)c2ccccc2)cc1C	-2.9	1.7	-0.5	0	0.8	-0.9	-3	1.6	1	-2.7	5
COc1cc(/C=C/C(=O)N2CC(C)OC(C)C2)cc(OC)c1OC (stereo unspecified)	1.2	-1.6	0.3	-26	-1.0	-0.6	-1	-0.1	1	-2.5	-5
Cc1cc(OCC(=O)Nc2c(C)n(C)n(-c3ccccc3)c2=O)ccc1[N+](=O)[O-]	2.2	0.2	-0.8	-3	0.6	-1.2	-1	0.3	-4	0.0	8
O=C(CN1CCN(c2ccccc2F)CC1)NCc1ccccc1	1.8	-2.1	1.1	8	-1.0	-1.6	-4	0.2	4	-2.1	-4
CCOC(=O)c1ccc(NC(=O)N2CCN(c3cccc(OC)c3)CC2)cc1	1.8	-2.9	0.5	-5	-1.4	-2.0	-4	0.2	1	0.9	-15
Cc1ccc(C(C)C)c(OCC(O)CN2CC(C)OC(C)C2)c1 (stereo unspecified)	-3.1	-2.5	-1.0	-1	-0.5	-1.5	-3	-0.2	0	1.7	-6
O=C(c1cccs1)N(C(=O)c1cccs1)c1ccccn1	6.4	1.2	1.9	1	2.4	-0.2	6	1.6	-1	0.3	12
COc1ccc(-c2c(-c3ccccc3OC)oc3ccccc23)cn1	1.2	1.6	0.0	-33	0.7	-0.7	1	0.3	3	0.3	7
COC(=O)c1ccccc1S(=O)(=O)N1CCC(C(=O)N2CCC2)CC1	-0.9	2.6	1.1	-4	0.2	-1.0	3	0.9	3	0.2	-2
COc1cccc(N2CCN(C(=O)C3CCCN(S(=O)(=O)c4ccc5c(c4)oc(=O)n5C)C3)CC2)c1 (stereo unspecified)	-1.5	-0.9	0.1	-4	-1.6	-1.5	-1	-0.3	0	0.0	0
Cn1c(=NC(=O)C(C)(C)C)sc2cccc(F)c21	0.9	-1.2	4.3*	-7	1.5	-1.9	-3	0.7	5	-1.1	3
CC(=O)Nc1ccc(NC(=O)COC(=O)C2CCCCC2)cc1	-0.1	-0.1	0.1	-1	-1.6	-1.1	2	-3.7	2	0.0	0
NC(CO)C12CC3CC(CC(C3)C1)C2 (stereo unspecified)	0.0	0.0	0.2	-2	1.2	-1.0	-8	0.2	-2	-1.2	15
CSc1sc(C(=O)NC(=O)NCc2cccnc2)c(C)c1-c1ccon1	0.5	-1.8	-2.4	-13	0.2	-1.7	-1	-0.1	1	-2.2	-6
O=C(NCCN1CCCCC1)c1cc(OCC(F)(F)F)ccc1OCC(F)(F)F	-1.8	-2.1	-0.6	4	-0.6	-1.3	4	-0.5	-1	0.7	-1
Cc1cc(=O)[nH]c(N/N=C/c2ccc(F)cc2)n1	-0.4	-0.6	1.4	-3	-0.3	1.3*	-1	0.2	1	-0.8	11
Carrying on.
SMILES	hgDAF12 agonist	hcDAF-12 act	DAX1 inh-1	PLC-beta3 inh	FXN GAA850 act	ssDAF12 agonist	SMARCA2 act	DAX1 inh-2	NR1D1 modulator	PG9 binder	HGIII-sPLA2 inh
Cc1ccc(NC(=S)N2CCCC(c3nc4ccccc4[nH]3)C2)cc1 (stereo unspecified)	1.1	0.4	2.5	2	-0.4	-1.1	1	0.5	-3	-0.4	4
CC1Sc2ccc(S(=O)(=O)N3CCN(c4ccccc4)CC3)cc2NC1=O (stereo unspecified)	0.4	-1.3	-0.1	-9	-1.7	-1.3	-3	-0.3	-1	-0.1	-10
COc1ccc(C2C3=C(CC(C)(C)CC3=O)N(C)C3=C2C(=O)CC(C)(C)C3)cc1	-1.4	-1.5	-1.2	i	-0.5	-1.9	1	-1.1	-5	-0.1	2
COc1ccccc1CCNC(=O)C(=O)c1cn(CC(=O)N2CCOCC2)c2ccccc12	0.1	0.7	1.5	-11	0.4	-0.7	-1	0.1	6	1.1	-8
COc1ccccc1S(=O)(=O)N(C)C[C@H]1Oc2cc(Br)ccc2S(=O)(=O)N([C@@H](C)CO)C[C@H]1C	1.7	-1.4	0.5	3	-2.3	-1.1	2	-0.4	-1	-1.8	-8
CCCCn1c(=O)n(C)c(=O)c2c(C(F)(F)F)cc(-c3ccncc3)nc21	2.1	0.2	0.2	-2	-0.1	-0.8	-1	1.2	0	0.9	5
CCOC(=O)N1CCN(C(=O)c2cn(C)c3ccc(S(=O)(=O)N4CCOCC4)cc3c2=O)CC1	1.9	2.0	0.6	-2	0.0	-0.2	0	0.3	-7	-0.3	0
Cc1nn(-c2ccc(F)cc2)c(Cl)c1/C=C1\C(=O)Nc2ccccc21	2.6	4.2	0.0	-3	-2.9	0.0	-1	0.7	0	-4.5	-5

A few values from above:
CCOC(=O)N1CCN(C(=O)c2cn(C)c3ccc(S(=O)(=O)N4CCOCC4)cc3c2=O)CC1 @ PLC-beta3 inh: -2
Cc1ccc(NC(=S)N2CCCC(c3nc4ccccc4[nH]3)C2)cc1 (stereo unspecified) @ PG9 binder: -0.4
